SR-BI HDL uptake: inhibitors of SR-BI mediated HDL lipid uptake, primary screen, ldlA[mSR-BI] cells, fluorescence, single point; ldlA[mSR-BI] CHO cells, DiI-HDL uptake fluorescence, 3 h; hit rate 0.96% among 320,000; AID 488896, 2010; inhibition, % at 12.5 µM;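 active = mean replicate inhibition of at least 70% and a set share of replicates each scoring 70 or more; inconclusive = meets just one of the two criteria; inactive = fails both criteria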;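 also: 0% = median of neutral control wells and 100% = median of positive control wells; values of inactives mirror those of a sister screen read the other way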
SR-BI uptake up: activators of SR-BI mediated DiI-HDL uptake, primary screen, ldlA[mSR-BI] CHO cells, DiI fluorescence; 3 h; 100 = double the neutral-control signal; activation, % at 12.5 µM; hit rate 0.096% among 320,000; AID 504775, 2011;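 active = mean replicate activation of at least 60% and every replicate at or above 60%; inconclusive = mean or all-replicate condition met, but not both; inactive = mean below 60% and not all replicates reaching 60%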;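 also: 0% = median plate neutral-control signal and 100% = twice that signal; values of inactives mirror those of a sister screen read the other way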
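Test system: SR-BI-overexpressing, LDLR-lacking CHO cells; Medium: Ham's F12 with 0.5% BSA, HEPES 25 mM, pH 7.4; Schedule: 3 h, 37 °C; Technique: bottom-read fluorescence, 550/595 nm.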
HTR5A ag ctr: HTR5A agonists in luminescence cell assay, primary screen, counter-screen for OPRM1-OPRD1 heterodimer agonist project, full-deck HTS; cell-based; activation, % at 9.3 µM; hit rate 0.61% among 340,000; in the data active = activation mostly above about 9.5%, no sharp cut-off; inactive = mostly below about 7.6%;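 also: 0% = cells with vehicle only and 100% = reference agonist; strong numbers were not always called active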
Rtt109 Vps75: inhibitors of C. albicans Rtt109/Vps75 HAT, primary screen, biochemical, ThioGlo CoA-SH fluorescence, plate reader; hit rate 0.16% among 330,000; Histone acetyltransferase RTT109 (Candida albicans (strain SC5314 / ATCC MYA-2876)), …; inhibition, % at 34.9 µM; purified Rtt109/Vps75, 4 h;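 active = inhibition of at least 50% in every replicate; inconclusive = best replicate reaches 50% inhibition but some replicates fall short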
Target sequence (Q5AAJ8 whole entry, looked up): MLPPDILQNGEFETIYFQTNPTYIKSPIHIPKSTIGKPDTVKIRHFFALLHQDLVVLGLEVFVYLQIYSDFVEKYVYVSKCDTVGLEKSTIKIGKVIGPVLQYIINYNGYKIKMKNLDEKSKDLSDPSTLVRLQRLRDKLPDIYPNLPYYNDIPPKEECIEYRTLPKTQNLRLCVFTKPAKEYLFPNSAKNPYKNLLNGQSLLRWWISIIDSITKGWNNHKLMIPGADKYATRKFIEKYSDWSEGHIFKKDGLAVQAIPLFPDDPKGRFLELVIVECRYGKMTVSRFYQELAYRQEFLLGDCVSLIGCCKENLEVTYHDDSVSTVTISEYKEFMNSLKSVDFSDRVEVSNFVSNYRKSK
PvdQ inh: P. aeruginosa PvdQ acylase inhibitors, primary screen, biochemical, fluorescence, plate reader and imaging, single point | inhibition, % at 10 µM | hit rate 0.063% among 340,000 | PvdQ acylase [Pseudomonas aeruginosa LESB58] | purified PvdQ acylase; in the data active = inhibition above about 30%, passing the limit was not always enough; inconclusive = no clear call, values can overlap the other calls;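 also: 0% = vehicle neutral wells and 100% = reference inhibitor wells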
cardiac RTF act: cardiac RTF calcium sensitivity activators, primary screen, biochemical, IANBD-TnC fluorescence, EC20 calcium; hit rate 0.24% among 340,000; IANBD-labeled TnC RTF fluorescence at EC20 calcium; 0% EC20 calcium, 100% full calcium; Troponin I, cardiac muscle (Homo sapiens) + Troponin T, cardiac muscle (Homo sapiens) + …; activation, % at 7.2 µM; AID 493008, 2010;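 active = activation above the mean over all tested compounds plus 3 SD, cut at about 30% in these data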;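 also: rise in fluorescence read as greater calcium sensitivity of cardiac thin filaments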
CDK5 p35 inh: inhibitors of human CDK5/p35 kinase, primary screen, biochemical, single concentration; Cyclin-dependent kinase 5 (Homo sapiens) + Cyclin-dependent kinase 5 activator 1 (Homo …; inhibition, % at 10 µM; Recombinant CDK5/p35, ADP-Glo luminescence, 60 min; hit rate 0.01% among 330,000;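 active = highest replicate inhibition of at least 50% and at least 75% of replicates reaching 50%; inconclusive = only one of the two criteria met; inactive = both criteria failed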;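 also: plate controls were DMSO neutral control for no effect and GW8510 at 10 µM for full effect; many of its hits are not listed in these tables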
Target sequence (Q00535 whole entry, looked up): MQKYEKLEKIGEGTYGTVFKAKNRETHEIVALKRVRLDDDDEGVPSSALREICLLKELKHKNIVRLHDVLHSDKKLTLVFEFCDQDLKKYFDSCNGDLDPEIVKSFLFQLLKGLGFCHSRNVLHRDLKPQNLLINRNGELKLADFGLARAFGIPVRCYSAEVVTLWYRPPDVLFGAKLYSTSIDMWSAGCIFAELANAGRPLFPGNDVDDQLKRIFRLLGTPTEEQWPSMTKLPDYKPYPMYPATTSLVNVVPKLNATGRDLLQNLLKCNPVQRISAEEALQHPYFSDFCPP
Target sequence (Q15078 whole entry, looked up): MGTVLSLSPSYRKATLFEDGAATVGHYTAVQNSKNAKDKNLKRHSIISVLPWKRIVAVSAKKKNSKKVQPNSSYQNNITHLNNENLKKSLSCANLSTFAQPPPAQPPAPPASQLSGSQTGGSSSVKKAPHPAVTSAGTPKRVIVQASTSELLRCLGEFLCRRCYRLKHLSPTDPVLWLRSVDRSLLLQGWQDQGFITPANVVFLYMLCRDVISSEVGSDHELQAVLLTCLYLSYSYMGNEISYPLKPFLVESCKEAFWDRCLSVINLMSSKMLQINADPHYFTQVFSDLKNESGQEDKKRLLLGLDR
dFosB act: activators of delta FosB homodimer, primary screen, biochemical, fluorescence polarization, TAMRA-CDK5 oligo, single point; activation, % at 25 µM; hit rate 0.99% among 340,000; purified delta FosB; percent of positive-control signal above neutral wells; Protein FosB (Mus musculus), P13346;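 active = mean activation above about 17%, with every replicate also reaching it, limit read from the data, passing the limit was not always enough; inconclusive = only one of the two conditions met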;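 also: fluorescence polarization rise as delta FosB binds a TAMRA Cdk5 AP-1 oligo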
MITF TRPM1 HTS: activators of MITF-driven TRPM1 promoter reporter, primary screen, cell-based, SK-MEL-5, luciferase, single point | SK-MEL-5 TRPM1-promoter luciferase, 24 h; % of positive control, neutral wells = 0 | activation, % at 12.5 µM | hit rate 0.75% among 300,000;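 active = mean activation of at least 80% with every replicate also reaching 80%; inconclusive = mean reaches 80% but some replicate falls short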;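 also: 0% = neutral control wells and 100% = parthenolide positive control wells; values of inactives mirror those of a sister screen read the other way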
Wnt bcat act: Wnt/beta-catenin pathway activators, primary screen, cell-based, plate reader, single point; Wnt/beta-catenin reporter cell assay, activator; activation, % at 9.35 µM; hit rate 1.2% among 300,000; in the data active = activation above about 30%, passing the limit was not always enough; inconclusive = no clear call, values can overlap the other calls;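 also: 0% = neutral control wells and 100% = positive control wells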
Numbers without * were called inactive; u = inconclusive; x = no result given; & = joins results of further samples. This is a subset; rates above refer to the full screens.

SMILES	SR-BI HDL uptake	SR-BI uptake up	HTR5A ag ctr	Rtt109 Vps75	PvdQ inh	cardiac RTF act	CDK5 p35 inh	dFosB act	MITF TRPM1 HTS	Wnt bcat act
O=C1CC(c2cccnc2)=NN1c1ccccc1	-7	7	-3	-7	-8	-2	0.1	4	-4	8
CCOC(=O)CN1C(=O)C2(C(C#N)=C(N)Oc3ccccc32)C(C(=O)OC)=C1C (stereo not drawn)	-18	18	5	-4	-12	-5	0.8	-1	5	-5
COc1ccc(CCNCc2ccccc2F)cc1	2	-2	-1	4	-21	2	-0.4	-1	14	6
N#CC(c1cccnc1)N1CCOCC1 (stereo not drawn)	-1	1	2	13	-6	1	-0.3	3	3	0
COc1ccc2c(C)c(CC(=O)N3C[C@H]4C[C@@H](C3)c3cccc(=O)n3C4)c(=O)oc2c1	-31	31	1	5	16	2	1.8	5	x	4
CN1C(=O)C(Cc2cccc3ccccc23)C(=O)N(C)C1=O	-24	24	0	8	-6	-5	0.6	-2	x	x
CCC[C@H](N[C@@H](CCC)[C@H](O)c1ccccc1)[C@H](O)c1ccccc1	-19	19	4	-3	-4	-3	-0.2	0	-3	-13
CCCCCn1c(=O)c(C(=O)Nc2c(C)n(C)n(-c3ccccc3)c2=O)c(O)c2ccccc21	-15	15	4	10	6	-6	0.1	-8	2	x
CC(CN(C)C1CCN(C)CC1)c1ccccc1 (stereo not drawn)	30	-30	1	-2	-8	-4	-1.5	-1	x	-3
CCCCNC(=S)N1CCn2cccc2C1c1cccnc1 (stereo not drawn)	x	x	-2	3	-12	0	0.1	-5	3	-2
CCCCCCCSc1cc(OC)c(CCNC)cc1OC	8	-8	2	u	-17	-3	2.1	6	-101	x
N#CC1(c2ccccc2)CCN(C2CC(=O)N(c3ccc4c(c3)OCO4)C2=O)CC1 (stereo not drawn)	-29	29	-5	-7	-7	-1	-0.6	1	3	-7
O=C1NC(=O)N(c2ccccc2)C(=O)/C1=C/c1ccc(Sc2ccccc2)o1	2	-2	2	6	-12	2	-0.1	-10	-28	x
COc1cc(C(CN)CC(=O)O)ccc1O (stereo not drawn)	x	x	-1	3	-10	1	0.7	-1	-14	0
COc1ccc(C(=O)Nc2cccc(S(=O)(=O)NCc3ccco3)c2)cc1	52	-52	0	6	-4	3	0.3	0	0	-2
CC(Cc1ccccc1)NCCC(=O)NC(C)Cc1ccccc1 (stereo not drawn)	1	-1	4	5	1	-3	1.4	2	-13	-4
COC(=O)C1=C(c2ccc(S(C)(=O)=O)cc2)C[C@@H]2CC[C@H]1N2C(=O)NCCCOC(C)C	-13	13	2	2	-12	-1	0.5	5	0	-1
Cc1nn(Cc2ccccc2)c(Cl)c1C(=O)OC(C)C(=O)Nc1ccc(F)cc1Cl (stereo not drawn)	25	-25	3	3	-7	-10	0.9	-4	1	-3
CCOc1cc(CNCCc2c[nH]c3ccccc23)cc(Cl)c1OC	-7	7	7	2	1	-1	0.2	5	-2	-2
COC(=O)C1=C(c2ccc(F)cc2F)C[C@@H]2CC[C@H]1N2C(=O)NCc1ccc(F)cc1	-25	25	-2	13	6	-3	0.2	-3	-7	-1
COC(=O)C1=C(c2ccc3ccccc3c2)C[C@@H]2CC[C@H]1N2C(=O)N1CCCCC1	-18	18	2	1	-4	-5	-1.9	2	-12	7
O=c1c2ccccc2nc(-c2ccccc2)n1-c1nccs1	10	-10	2	-2	-3	-5	-0.6	-3	-10	-1
Fc1cccc(C2NCc3ccccc3-n3cccc32)c1 (stereo not drawn)	-9	9	0	3	0	-5	-2.3	-5	-2	-2
c1cncc(C2CCCCN2Cc2ccc3c(c2)OCO3)c1 (stereo not drawn)	9	-9	2	-2	2	-2	0.3	5	24	-2
CCOc1c(Cl)cc(CNCCc2c[nH]c3ccccc23)cc1OC	x	x	-1	6	-16	-5	0.6	-6	-5	-1
CCCCn1c(=O)c(C(=O)NCCc2ccccc2)c(O)c2ccccc21	62	-62	6	-23	-11	4	-1.4	-11	-24	0
O=C(CN1CCCCC1)NCC(=O)Nc1ccc(Br)cc1C(=O)c1ccccc1	19	-19	-2	-5	-18	1	0.5	-7	-1	x
c1ccc2c(CN3CCCCCCC3)c[nH]c2c1	-5	5	2	-1	2	-2	-0.1	3	-8	x
OC(c1ccc(F)cc1)C(c1ccccc1)N1CCOCC1 (stereo not drawn)	x	x	-2	0	5	1	-0.4	0	6	x
CCC(C)N=Cc1c(O)n(-c2ccccc2)c(=O)[nH]c1=O (stereo not drawn)	4	-4	-2	-4	2	-6	0.5	-1	4	-2
C[C@]12CC[C@H](OS(=O)(=O)O)CC1=CC[C@@H]1[C@@H]2CC[C@]2(C)C(=O)CC[C@@H]12	1&-16&-1	-1&16&1	1&-2&2	-3&1&-1	-8&-12&-3	-6&3&-11	-1.2&1.0&-0.5	-5&5&-6	-5&8&-3	4&-2&2
C[C@]12CC[C@H](O)CC1=CC(=O)C1C2CC[C@]2(C)C(=O)[C@H](O)CC12 (stereo partly drawn)	-16	16	-4	-1	-6	-3	-1.5	5	-12	-2
O=c1[nH]c(=O)n(Cc2ccccc2)c(O)c1/C=C1\C=Nc2ccccc21	-8	8	-1	-4	-10	-1	-0.6	-1	-16	0
Cc1nc2ccccc2c(=O)n1-c1ccc(F)cc1F	-10	10	-4	-8	-9	-6	-0.6	-2	x	0
CCOc1ccccc1OCC(=O)Nc1ccc(Cl)cc1C(=O)c1ccccc1	27	-27	-1	-3	-21	12	-10.0	-5	7	-2
N[C@@H](CCl)C(=O)O	-14	14	0	3	-12	4	-0.4	5	-6	-1
O=[N+]([O-])/C=C1\NCCN1Cc1ccc(Cl)nc1	-17&-7	17&7	0&0	-1	4&11	5&-5	0.3&-2.1	5&2	-4&-12	-1&-2
Cc1c(NP(=O)(C(C)(C)C)C(C)(C)C)c(=O)n(-c2ccccc2)n1C	-10	10	-2	-9	-15	0	-2.9	4	13	-9
Cn1c(O)c(C=Nc2cccc(C(F)(F)F)c2)c(=O)n(C)c1=O	-27	27	3	-1	-6	7	0.4	-10	4	-1
CCc1nc2ccccc2c(=O)n1-c1ccc2ccccc2c1	6	-6	2	0	-10	1	-0.4	-2	-1	-1
COc1ccccc1-n1c(O)c(C=NCCN2CCNCC2)c(=O)[nH]c1=O	-4	4	2	7	-1	15	1.6	0	x	1
CC(=O)N1N=C2C3CCN(CC3)C2C1c1ccc(F)cc1 (stereo not drawn)	-12	12	5	-13	2	-5	-2.3	1	-5	2
Cc1cc(Cc2c(O)[nH]c(=S)[nH]c2=O)ccc1OC(C)C	-9	9	2	2	-1	0	-0.3	-4	x	-2
Nc1c(C(=O)NC2CCCC2)c2nc3ccccc3nc2n1CC1CCCO1 (stereo not drawn)	-8	8	4	-34	-12	-7	-0.4	-16	2	-3
C[n+]1c(-c2ccccc2)cc(-c2ccc(O)cc2)cc1-c1ccccc1	54	-54	0	3	-2	1	-1.6	-4	-2	2
CCOC(=O)c1c(C)n(C(C)C)c2ccc(OC)cc12	x	x	-2	5	-4	2	-3.6	-8	0	-1
CCOP(=S)(OCC)N1CCOCCOCCN(P(=S)(OCC)OCC)CCOCCOCC1	46	-46	6	-3	-16	-2	-2.9	-6	3	-2
O=C(c1cc2ccccn2n1)N1CCC2(CC1)OCCO2	-16	16	-2	1	-17	1	1.1	5	0	-3
Cc1nn(Cc2ccccc2)c(Cl)c1C(=O)NC1CCCc2ccccc21 (stereo not drawn)	35	-35	0	-1	-2	0	0.4	-6	20	-2
CC(=O)N1CCC(N2CCCC(C(=O)c3cccc(Cl)c3)C2)CC1 (stereo not drawn)	-19	19	-13	-12	7	2	0.2	-1	2	-1
Cc1cc(OC(=O)N(C)C)n(-c2ccccc2)n1	5	-5	5	0	-15	4	-0.8	-5	5	-2
COc1cc(CN2CCCC(C(=O)c3sccc3C)C2)cc(Cl)c1O (stereo not drawn)	-1	1	0	x	7	2	-0.1	-7	-10	0
O=C(NC1CONC1=O)OCC(Cl)(Cl)Cl (stereo not drawn)	-23	23	4	x	13	0	0.9	-3	2	-3
CC(C(N)=O)N1CC(c2ccccc2)CC1=O (stereo not drawn)	-30	30	-2	3	3	1	-0.3	11	-13	-1
CCc1ccc(N2C(=O)NC(=O)/C(=C/c3cccn3CCOc3ccc(C)cc3)C2=O)cc1	-14	14	7	0	-17	2	-0.9	-3	-12	-2
CCOc1ccc(-n2c(O)c(/C=C3\C=Nc4ccccc43)c(=O)[nH]c2=O)cc1	-10	10	-1	-2	-7	11	-2.1	-127	-12	-1
COC(=O)C1=C(c2ccc(F)cc2OCc2ccccc2)C[C@@H]2CC[C@H]1N2C(=O)NCc1cccc(F)c1	32	-32	-3	13	0	2	-0.1	4	4	-2
CCOP(=O)(OCC)OCC	-6	6	-1	-8	5	0	-0.9	2	-2	-1
CCNCC1(c2ccc(OC)c(OC)c2)CCCC1	-48	48	1	-20	-4	0	-4.8	-1	x	x
CCCNc1nc(OC)nc(N2CC3CC(C2)c2cccc(=O)n2C3)n1 (stereo not drawn)	-9	9	0	-11	4	1	-0.5	1	-1	0
(next part)
SMILES	SR-BI HDL uptake	SR-BI uptake up	HTR5A ag ctr	Rtt109 Vps75	PvdQ inh	cardiac RTF act	CDK5 p35 inh	dFosB act	MITF TRPM1 HTS	Wnt bcat act
O=C(c1ccccc1)C1NC1c1ccccc1 (stereo not drawn)	-7	7	0	5	-14	9	-0.3	-7	18	-4
CC1=[N+]([O-])C2(N)CCc3nonc3C2(O)C1 (stereo not drawn)	11	-11	-3	7	-12	2	0.8	0	8	-6
Cc1cc(C(=O)Nc2ccc3c(c2)OCCO3)nn1C(C)(C)C	23	-23	1	10	5	0	0.3	-5	x	56*
O=C(O)c1cn(Cc2ccccc2)nc1-c1ccccc1	x	x	-2	-1	-12	4	0.9	-9	-12	-2
C=C[C@H]1CN2CC[C@H]1C[C@H]2[C@H](O)c1ccnc2ccccc12	-6	6	1	2	-5	-2	0.3	-1	21	-1
O=C(Nc1ccc2ccccc2c1)N1C[C@H]2C[C@@H](C1)c1cccc(=O)n1C2	x	x	1	-1	-17	-7	0.0	3	-4	2

Screening results deposited in PubChem BioAssay by several laboratories.
